# Platelet DG rel – inhibitors of platelet dense granule secretion, primary screen, cell-based, MLPCN, human platelets | human platelet-rich plasma, SFLLRN dense granule ATP release, luminescence | inhibition, %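 (compounds screened at 7.5 µM in platelet-rich plasma)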 | 300,000 tested, 0.22% active;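 active = mean replicate score, as percent of positive control, at or above 50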
# IEC-6 cytotox – cytotoxicity in IEC-6 intestinal epithelial cells, primary screen, cytotoxicity control for KLF5 inhibitor project, cell-based, luminescence; IEC-6 cytotoxicity, luminescence viability; inhibition, % at 5 µM; 290,000 tested, 0.78% active; AID 1825, 2009; in the data active = inhibition above about 22%;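 also: 0% = plate median of test compound wells and 100% = cytotoxic reference compound wells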
# aSyn UTR inh – MLPCN primary screen, SNCA 5' untranslated region; alpha-synuclein 5'UTR reporter, inhibitor activity; inhibition, % (tested at 7.5 µM); 300,000 tested, 0.82% active; AID 1813, 2009; in the data active = inhibition above about 60%;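 also: H4 neuroglioblastoma cells stably carrying SNCA 5'UTR luciferase fusion; 0% = DMSO wells and 100% = positive control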
# GSK3 alpha inh – blockers of GSK3A enzyme activity – biochemical, luminescence, cell-free homogeneous, HTS, primary screen | AID 2650, 2010 | GSK-3 alpha kinase, ADP-Glo luminescence, 60 min | inhibition, % at 10 µM | 320,000 tested, 0.1% active | Glycogen synthase kinase-3 alpha (Homo sapiens), P49840;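 in the data active = inhibition above about 50%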;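 also: GST-tagged GSK-3 alpha with peptide substrate and 25 µM ATP; 0% = DMSO neutral wells and 100% = GW8510 positive control wells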
# Target sequence (P49840 whole entry, looked up): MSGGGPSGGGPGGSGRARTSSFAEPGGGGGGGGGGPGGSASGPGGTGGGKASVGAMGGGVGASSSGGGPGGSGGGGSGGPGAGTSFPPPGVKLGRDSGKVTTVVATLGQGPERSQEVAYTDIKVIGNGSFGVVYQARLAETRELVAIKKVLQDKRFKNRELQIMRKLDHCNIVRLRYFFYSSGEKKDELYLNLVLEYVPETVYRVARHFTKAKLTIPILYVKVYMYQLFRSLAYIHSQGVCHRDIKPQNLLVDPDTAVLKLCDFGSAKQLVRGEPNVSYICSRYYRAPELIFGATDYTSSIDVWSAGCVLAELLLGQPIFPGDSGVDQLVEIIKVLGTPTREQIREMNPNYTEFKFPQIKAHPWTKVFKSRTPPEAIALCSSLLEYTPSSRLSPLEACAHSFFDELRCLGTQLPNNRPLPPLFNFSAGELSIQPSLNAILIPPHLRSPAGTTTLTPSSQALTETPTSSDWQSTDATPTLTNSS
# Dyrk1A ADPGlo – rat Dyrk1A kinase inhibitors, primary screen, biochemical, single point, plate reader; 310,000 tested, 0.43% active; inhibition, % at 12.5 µM; ADP-Glo luminescence, NFATc1 peptide; Dual specificity tyrosine-phosphorylation-regulated kinase 1A (Rattus norvegicus), Q63470; in the data active = inhibition above about 50%;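 also: plate controls were vehicle with enzyme for no effect and no enzyme for full effect; many of its hits are not listed in these tables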
# HSF1 activator – HSF-1 activators, primary screen, NIH3T3-HGL cells, MG132 stress, luminescence, single point; NIH3T3-HGL HSF-1 luciferase reporter, 8 h; 100% = twice DMSO control signal; activation, % at 9 µM; 300,000 tested, 1.7% active; AID 504408, 2011;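 active = mean replicate activation of at least 50% with a set share of replicates each reaching 50%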;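 also: 0% = median of the neutral control wells and 100% = twice that signal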
# KLF5 inh – KLF5 expression inhibitors, primary screen, DLD-1 cells, luminescence; DLD-1 KLF5 promoter-luciferase reporter; inhibition, % at 5 µM; 290,000 tested, 0.23% active; AID 1700, 2009;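 active = inhibition above a per-plate limit of that plate's mean compound inhibition plus 3 SD, cut at about 60% in these data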;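 also: 0% = DMSO wells and 100% = LY294002 at 200 µM; higher means less KLF5 promoter-driven luciferase light; inactives centre near -14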
# HSF1 inh – HSF1 inhibitors in luciferase reporter cells, primary screen, cell-based, NIH3T3, luminescence; 300,000 tested, 0.77% active; AID 2098, 2009; NIH3T3-HGL HSE-luciferase, MG132-induced, luminescence 8 h; stronger effect = lower value; activity change, negative = inhibition, % at 7.5 µM (by protocol);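 active = more than half of replicate wells show activity change below -50%, luminescence cut by over half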;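 also: luciferase reports HSF-1 transcriptional activity via heat shock element; 0% = median of DMSO wells and -100% = zero luminescence signal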
# GSK3B inh – human GSK3beta kinase inhibitors, primary screen, biochemical, cell-free homogeneous, HTS; 300,000 tested, 0.038% active; AID 2097, 2009; Glycogen synthase kinase-3 beta (Homo sapiens), P49841; GST-GSK3beta kinase, ADP-Glo luminescence, 60 min; stronger effect = lower value; activity score (negative = inhibition), % at 10 µM;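 active = more than half of replicate wells score below -50%, meaning over 50% inhibition versus plate controls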;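 also: 0% = median DMSO wells and -100% = median GW8510 positive control wells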
# Target sequence (P49841 whole entry, looked up): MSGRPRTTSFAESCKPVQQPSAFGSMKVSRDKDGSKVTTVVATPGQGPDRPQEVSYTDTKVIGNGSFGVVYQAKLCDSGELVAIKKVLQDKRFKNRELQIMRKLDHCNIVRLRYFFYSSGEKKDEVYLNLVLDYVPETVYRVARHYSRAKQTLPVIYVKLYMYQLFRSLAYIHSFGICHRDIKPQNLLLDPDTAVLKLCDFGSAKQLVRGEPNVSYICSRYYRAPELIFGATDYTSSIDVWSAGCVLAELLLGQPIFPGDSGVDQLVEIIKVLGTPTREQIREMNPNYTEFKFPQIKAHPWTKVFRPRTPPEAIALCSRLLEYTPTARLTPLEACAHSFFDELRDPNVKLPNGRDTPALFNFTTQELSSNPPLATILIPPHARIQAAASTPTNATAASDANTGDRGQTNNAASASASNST
#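 test system = GST-tagged human GSK3beta kinase, cell-free | reagent = 25 µM ATP with peptide substrate | dosing = one dose of 10 µM per compound | schedule = 60 min reaction, RT | detection = luminescent ADP-Glo measurement of ADP formed | control set = DMSO neutral wells and GW8510 at 20 µM as positive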
# HSP90 refold inh – HSP90 inhibitors, primary screen, cell lysate, luminescence | AID 1789, 2009 | Rabbit reticulocyte lysate, luciferase refolding luminescence, 3 h | 290,000 tested, 0.91% active | inhibition, % at 5.6 µM;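 active = inhibition above the screen-wide mean plus 3 SD, computed separately per campaign, cut at about 16% in these data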;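 also: 0% = DMSO wells and 100% = 60 µM geldanamycin wells; inhibitors lower the luminescence because luciferase stays unfolded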
# * marks the source's active call; other numbers are inactive results; / = no result given. Only part of the results is shown. The share of hits here may be higher or lower than overall.
SMILES,Platelet DG rel,IEC-6 cytotox,aSyn UTR inh,GSK3 alpha inh,Dyrk1A ADPGlo,HSF1 activator,KLF5 inh,HSF1 inh,GSK3B inh,HSP90 refold inh
CCOc1ccc2ccccc2c1/C=N/NC(=O)CNC(=O)C(c1ccccc1)c1ccccc1,2,2,-24,-2,-74,6,-3,6,-1,3
Cc1ccc2nc(-c3cccc(Br)c3)cc(C(=O)NC3=NCCS3)c2c1,-9,-2,-23,-3,/,8,-45,8,4,-5
S=C1N(c2ccccc2)C(c2cccc3ccccc23)N2CCCN12 (centres undefined),0,-10,-10,-2,-2,17,-40,0,0,-3
O=C(N/N=C\c1cccnc1)c1ccccc1O,13,-4,-42,-3,5,3,-59,-5,-1,1
COc1ccccc1C(=O)N/C(=C\c1cn(S(=O)(=O)N(C)C)c2ccccc12)C(=O)N1CCCC1,7,-7,-47,-1,-2,5,-2,5,1,-6
COc1cccc(C(c2ccccc2)N2C3CCC2CN(S(=O)(=O)c2ccc(F)cc2)CC3)c1 (centres undefined),-3,/,7,-1,4,-10,/,-6,1,/
CN(c1ccc(C(=O)N2CCCCC2)cc1)S(=O)(=O)c1ccccc1,6,-8,-13,4,1,-8,-52,-5,-1,-1
O=c1c2ccccc2cnn1Cc1ccc(Cl)c(Cl)c1,11,-5,-7,-3,3,3,-12,-2,/,0
CCCCN(CC)C(=O)C1CCC(=O)N(c2ccc(OC)cc2)C1c1ccc(OC)c(OC)c1 (centres undefined),/,-2,/,-3,-2,/,10,/,/,1
NC(=O)CC(NC(=O)c1cccc(Br)c1)c1ccc(NC2CCCCCCC2)c([N+](=O)[O-])c1 (centres undefined),8,-2,4,-3,-4,5,5,2,2,1
Cc1ccc2c(c1)N(CC(=O)N1CCN(c3ccccc3)CC1)C(=O)C(C)O2 (centres undefined),-4,-2,18,-1,-3,2,-15,-4,0,-3
Cc1ccccc1OCC(O)CN(Cc1ccccc1O)C1CCCCC1 (centres undefined),8,3,28,-3,/,-13,-28,1,-1,6
O=c1c(Br)c(N2CCCC2)cnn1-c1ccccc1,32,-2,-138,-8,-9,27,-179,8,0,-1
CC1CCCC(NC(=O)CSc2nccn2C)C1C (centres undefined),-17,4,-2,6,-5,-11,3,-12,1,-2
CSc1nc(=O)n2cc(C)ccc2n1,0,-2,2,3,0,4,2,-5,-2,-2
CN(C)c1nc2c(c(=O)[nH]c(=O)n2C)n1Cc1ccccc1Br,3,4,30,-2,1,22,-10,7,1,2
CC(=O)Nc1ccc2c(c1)C(=O)N(c1ccc(C)cc1)C2=O,-5,-3,-33,0,-6,-22,-25,0,-5,2
Cc1nn(Cc2ccccc2)c(C)c1C(=O)NCCN1C(=O)S/C(=C\c2ccc(F)cc2)C1=O,-15,-7,0,-2,-4,-2,-20,-2,-3,-3
CCOC(=O)NC(CC(=O)O)c1ccc(OC)c(OC)c1 (centres undefined),6,-3,1,-5,-1,0,-29,-14,0,-1
COc1ccc(S(=O)(=O)N2CCOCC2)cc1NC(=O)COc1ccccc1OC,-4,-3,6,-3,-1,7,-5,-2,/,2
Cc1nn(CC(=O)Nc2ccccn2)c(=O)c2ccccc12,-1,-9,6,4,7,-22,-46,-6,-7,-3
CC(C)N(C(=O)COC(=O)[C@H](C)NC(N)=O)c1ccccc1,-3,3,-6,-10,/,-8,1,-7,0,4
O=C(O)/C=C/C(=O)NCC1CCC(CNC(=O)/C=C/C(=O)O)CC1 (centres undefined),-6,-1,-15,-1,/,2,-36,1,-28,0
O=C(COc1ccc(Br)cc1CNC1CCCCC1)NCCc1ccccc1,-9,-5,-27,0,0,-1,-34,0,-3,-4
CC(NC(=O)c1cc(-c2ccncc2)nc2ccc(Cl)cc12)C1CCCO1 (centres undefined),1,4,-25,2,0,-8,-33,-7,2,-5
CC(=O)c1c(C)[nH]c(C(=O)Nc2ccc(C)c(S(=O)(=O)Nc3ccc(C)cc3C)c2)c1C,3,-2,1,0,-3,15,-15,22,-2,4
Cc1ccc(NC(=O)COC(=O)C2=COCCO2)c([N+](=O)[O-])c1,3,0,-23,-3,1,10,20,-4,2,3
COc1ccccc1N1CCN(C(=O)c2cc(=O)c3ccc(C)cc3o2)CC1,/,9,-34,2,-1,-15,1,-5,0,6
COc1ccc2c(c1)C1OCCC1C(c1ccco1)N2 (centres undefined),22,/,-76,3,19,56*,/,31,-2,/
CCOc1ccc(C2=CSC3=NCCN23)cc1Cl,2,-13,7,5,-6,-16,-22,6,1,-3
CCOc1ccccc1C(=O)NCC(=O)NCC(c1ccco1)N1CCCCC1 (centres undefined),-15,/,-17,3,5,12,/,0,-2,/
CC(C)N1CCN(c2ccc(S(=O)(=O)N3CCOCC3)cn2)CC1,/,0,/,/,-6,/,-20,/,-3,-6
O=C(CCCSc1nc2ccccc2[nH]1)NCc1ccccc1,-5,-5,-9,4,1,-6,-14,9,-1,4
CN(C)/C=C/C(=O)c1ccc([N+](=O)[O-])c(CS(=O)(=O)c2ccc(Cl)cc2)c1,3,6,12,-1,-3,-23,-9,-5,2,3
Cc1ccccc1N1CC(=O)Nc2c(oc3nc(-c4ccccc4)cc(C)c23)C1=O,-12,2,3,-2,6,21,-20,-4,0,0
Cc1cccc(CN2C(=O)/C(=C\c3ccc(C(=O)NCCCN4CCN(C)CC4)cc3)Oc3ccccc32)c1,16,-9,95*,-2,-1,5,-31,3,0,-4
O=C(CC1SC(=O)N(Cc2ccc(Cl)cc2)C1=O)Nc1nccs1 (centres undefined),-2,-4,-2,1,/,0,-42,-3,-1,-1
Cc1cccc(Oc2ncnc3oc(-c4ccccc4)cc23)c1C,-1,-4,13,-2,8,22,14,-7,-1,0
COC(=O)c1c(N)nc(C)n1-c1ccc(OC)cc1,-2,6,8,0,23,4,7,-9,3,1
NC(=O)COC(=O)c1ccc(-c2ccccc2)cc1,-18,-6,-47,0,0,9,-30,1,2,-1
CC(=O)Nc1cccc(CP(=O)(c2ccccc2)c2ccccc2)c1,-9,-4,-6,-3,-7,13,3,3,5,-3
COc1ccc(Br)cc1/C=N/N1C(=O)CSC1=S,8,0,37,0,0,-5,-11,2,-2,2
CSc1ncc(CN2CCc3c([nH]c4ccccc34)C2C(C)(C)C)cn1 (centres undefined),12,-2,0,-1,4,0,-57,-3,0,-3
CCn1c(C)nc2cc(C(=O)NNS(=O)(=O)c3cc(Br)ccc3Br)ccc21,-1,0,3,-3,-1,-8,12,-3,-1,-2
CCN1CCN(c2ccc(S(=O)(=O)N3CCCC3)cn2)CC1,1,-7,13,-2,-3,-11,-16,-3,-1,-1
COc1cccc(NC(=O)CN2CCN(S(=O)(=O)c3ccc(F)cc3)CC2)c1,-1,5,2,-2,-4,3,-18,-4,1,5
Cc1ccc(S(=O)(=O)N2CCN(c3ccccc3)CC2)cc1C(=O)NC1CCCCC1,-1,0,26,-2,0,-14,-11,-5,0,-5
CC(=O)N1CCC(=NNc2ccnc3cc(Cl)ccc23)CC1,2,-4,-23,/,1,-23,-15,-10,-2,-4
O=C(COc1ccc(Br)cc1)Nc1ccncc1,9,-1,-5,5,14,-9,-13,1,-4,1
Cc1cc(C)n2nc(-c3ccsc3-n3c(C)ccc3C)cc2n1,-1,2,16,0,27,4,-5,-6,1,1

# Three compounds from above, sorted by the value under HSP90 refold inh, lowest first.
Molecule,HSP90 refold inh
CCn1c(C)nc2cc(C(=O)NNS(=O)(=O)c3cc(Br)ccc3Br)ccc21,-2
CCN1CCN(c2ccc(S(=O)(=O)N3CCCC3)cn2)CC1,-1
O=C(COc1ccc(Br)cc1)Nc1ccncc1,1

# Later entries
SMILES,Platelet DG rel,IEC-6 cytotox,aSyn UTR inh,GSK3 alpha inh,Dyrk1A ADPGlo,HSF1 activator,KLF5 inh,HSF1 inh,GSK3B inh,HSP90 refold inh
COc1ccc2oc(C(=O)NCCN3CCOCC3)c(C)c2c1OC,0,10,9,-3,-6,-14,-12,-1,-3,-2
O=C(N/N=C/c1cccc([N+](=O)[O-])c1)c1cc(-c2ccccc2)nc2ccccc12,4,6,1,0,-2,33,13,2,0,3
O=C(C1CC1)N1N=C(c2ccc(F)cc2)CC1(O)C(F)(F)F (centres undefined),2,3,-5,-1,12,6,-47,1,1,-1
CCCN(CCC)C(=O)c1cn(CC)c2ccc(S(=O)(=O)N3CCCCC3)cc2c1=O,2,5,19,-1,1,1,-17,1,1,1
Cc1nnc(NC(=O)C2COc3ccccc3O2)s1 (centres undefined),-1,-2,-118,0,-4,21,-104,4,-3,1
Cc1ccc(OCC(=O)N(C)CC(=O)Nc2ccc(F)cc2)c([N+](=O)[O-])n1,-4,-4,2,-3,0,22,-27,5,2,4
Brc1ccc(-c2csc(-c3ccncc3)n2)cc1,23,-2,-195,0,/,39,-27,25,-1,6
O=C(NCc1ccc2c(c1)OCO2)c1cc(-c2ccccc2)nn1CC1CC(c2cccnc2)=NO1 (centres undefined),4,/,9,/,-5,-6,/,-2,3,/
O=C(COC(=O)c1c2c(nc3ccccc13)/C(=C\c1cccs1)CCC2)Nc1ccccc1Cl,12,4,2,-5,1,-11,-10,0,-4,3
CCOC(=O)N1CCN(Cc2ccc3ccccc3c2)CC1,0,-15,7,-2,-7,-16,-38,-4,3,-6
CCN1C(=O)C2(SC(NC(C)=O)=NN2C(C)=O)c2cc(C)ccc21 (centres undefined),5,5,5,-1,3,26,8,13,4,1
Nc1nc(N2CCOCC2)cc(=O)[nH]1,-3,2,-6,2,7,-1,-24,-4,2,1
Cn1c(COc2ccc(F)cc2)nnc1SCC(=O)NC1CC1,9,-7,1,-1,/,-15,-36,2,2,-2
CC(C)c1ccc(NC(=O)Cn2nnc(C(=O)NCc3ccc4c(c3)OCO4)c2N)cc1,-3,-4,29,0,0,18,-13,-3,-1,4
Cc1csc(SCC(=O)Nc2cc(S(=O)(=O)N3CCCC3)ccc2Cl)n1,-7,-6,-3,-3,-6,-63,0,-54*,5,-2
O=C(CSCc1ccco1)Nc1cc(C(F)(F)F)ccc1N1CCOCC1,-10,-2,-2,-1,-1,20,-11,10,2,1
Fc1ccc(-c2nnc(NC3=NCCCCC3)o2)cc1,64*,12,98*,/,34,-59,73*,-49,-8,73*
Cc1cc(C)nc(-n2nc(C)c(Oc3ccccc3O)c2C)n1,3,3,-26,0,0,39,-9,39,0,1

# Assay outcomes: PubChem BioAssay, several laboratories
